Bioassay records as filed in PubChem BioAssay.
GSTO1 inh: inhibitors of recombinant GSTO1, primary screen, counter-screen for RBBP9 inhibitor project, biochemical, fluorescence polarization | inhibition, % at 5.96 µM | AID 1974, 2009 | 1.1% of 300,000 active | activity-based probe fluorescence polarization | Glutathione S-transferase omega-1 (Homo sapiens), P78417;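 active = inhibition above the campaign mean inhibition plus 3 SD, cut at about 35% in these data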;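 note: 0% = GSTO1-1 with DMSO and 100% = wells lacking GSTO1-1 enzyme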
Target sequence (P78417 whole entry, looked up): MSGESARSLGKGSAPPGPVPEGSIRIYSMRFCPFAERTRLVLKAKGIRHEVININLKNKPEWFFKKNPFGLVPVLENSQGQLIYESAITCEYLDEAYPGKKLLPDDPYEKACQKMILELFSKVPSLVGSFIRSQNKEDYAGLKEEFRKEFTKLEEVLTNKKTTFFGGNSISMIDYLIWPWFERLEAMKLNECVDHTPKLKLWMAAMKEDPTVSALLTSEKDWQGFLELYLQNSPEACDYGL
LYPLA1 counter: LYPLA1 inhibitors, primary screen, counter-screen for PME1 inhibitor project, biochemical, fluorescence polarization, FP-Rh probe ABPP; Acyl-protein thioesterase 1 (Homo sapiens), O75608; recombinant LYPLA1; inhibition, % at 5.9 µM; 0.16% of 320,000 active;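 active = inhibition above the mean of all tested compounds plus 3 SD, set per campaign, cut at about 14% in these data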;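 note: inhibitors block serine hydrolase probe labeling of LYPLA1 so polarization falls; 0% = enzyme with DMSO and 100% = wells lacking LYPLA1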
PAD4 FP inh: human PAD4 inhibitors, primary screen, biochemical, fluorescence polarization, 1536-well format; Protein-arginine deiminase type-4 (Homo sapiens), Q9UM07; recombinant PAD4, RCA probe fluorescence polarization; inhibition, % at 6.36 µM; 0.41% of 330,000 active;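 active = percent inhibition above a cutoff equal to the mean of all tested compounds plus 3 SD, cut at about 15% in these data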;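 note: 0% = PAD4 with RCA probe and DMSO and 100% = probe without PAD4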
LYPLA2 counter: LYPLA2 inhibitors, primary screen, counter-screen for PME1 inhibitor project, biochemical, fluorescence polarization, FP-Rh probe ABPP. inhibition, % at 5.9 µM. recombinant LYPLA2. 0.38% of 320,000 active. Acyl-protein thioesterase 2 (Homo sapiens), O95372;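 active = inhibition above the screen-wide mean plus 3 SD, limit set per campaign, cut at about 26% in these data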;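 note: 0% = LYPLA2 with DMSO and 100% = wells lacking LYPLA2 enzyme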
PAFAH1B3 FP inh: PAFAH1B3 enzyme inhibitors, primary screen, biochemical, fluorescence polarization, human; inhibition, % at 3.39 µM; AID 492972, 2010; 0.28% of 340,000 active; recombinant PAFAH1B3, FP-rhodamine probe; Platelet-activating factor acetylhydrolase IB subunit alpha1 (Homo sapiens), Q15102;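 active = inhibition above the screen-wide average of all tested compounds plus 3 SD, cut at about 25% in these data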;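 note: 0% = enzyme with DMSO only and 100% = wells lacking PAFAH1B3 protein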
pPAFAH FP inh: pPAFAH enzyme inhibitors, primary screen, biochemical, fluorescence polarization, human; Platelet-activating factor acetylhydrolase (Homo sapiens), Q13093; recombinant pPAFAH, FP-rhodamine probe fluorescence polarization; inhibition, % at 3.39 µM; 1.5% of 330,000 active;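 active = inhibition above the mean inhibition across the screen plus 3 SD, cut at about 25% in these data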;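 note: inhibitors block binding of the rhodamine activity-based probe so polarization drops; 0% = enzyme with DMSO and 100% = wells lacking pPAFAH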
Target sequence (Q13093 whole entry, looked up): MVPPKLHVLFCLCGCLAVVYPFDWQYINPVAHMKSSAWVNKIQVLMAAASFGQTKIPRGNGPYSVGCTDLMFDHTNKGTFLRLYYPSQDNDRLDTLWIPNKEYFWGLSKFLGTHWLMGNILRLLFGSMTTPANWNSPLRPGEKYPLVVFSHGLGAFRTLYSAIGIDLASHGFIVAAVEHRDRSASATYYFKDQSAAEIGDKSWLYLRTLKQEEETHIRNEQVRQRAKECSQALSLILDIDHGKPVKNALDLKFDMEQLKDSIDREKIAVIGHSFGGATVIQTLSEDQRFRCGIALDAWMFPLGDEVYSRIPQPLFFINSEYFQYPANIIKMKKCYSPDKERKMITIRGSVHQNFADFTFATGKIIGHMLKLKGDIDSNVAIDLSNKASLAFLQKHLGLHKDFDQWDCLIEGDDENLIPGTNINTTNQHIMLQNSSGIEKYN
PAFAH1B2 inh: PAFAH1B2 enzyme inhibitors, primary screen, biochemical, fluorescence polarization, human | recombinant PAFAH1B2, FP-rhodamine activity probe | 1.2% of 340,000 active | inhibition, % at 3.39 µM | Platelet-activating factor acetylhydrolase IB subunit alpha2 (Homo sapiens), P68402 | AID 492953, 2010;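 active = inhibition above the mean of all tested compounds plus 3 SD, cut at about 24% in these data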;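 note: 0% = enzyme with DMSO and 100% = wells lacking PAFAH1B2; many of its hits are not listed in these tables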
Target sequence (P68402 whole entry, looked up): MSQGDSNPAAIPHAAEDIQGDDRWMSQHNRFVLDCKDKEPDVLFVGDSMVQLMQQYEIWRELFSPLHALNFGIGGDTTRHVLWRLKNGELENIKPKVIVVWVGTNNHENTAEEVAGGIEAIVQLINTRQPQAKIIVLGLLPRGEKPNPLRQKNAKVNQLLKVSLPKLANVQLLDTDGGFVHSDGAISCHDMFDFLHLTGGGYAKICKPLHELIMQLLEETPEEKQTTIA
PME-1 primary: PME-1 inhibitors via competitive probe labeling, primary screen, biochemical, fluorescence polarization, FP-Rh probe, HTS; Protein phosphatase methylesterase 1 (Homo sapiens), Q9Y570; recombinant PME-1; 0.53% of 320,000 active; inhibition, % at 5.9 µM; AID 2130, 2009;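 active = inhibition above the campaign mean of all compounds plus 3 SD, cut at about 26% in these data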;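 note: competitive labeling of PME-1 active site by serine hydrolase directed probe; 0% = PME-1 with DMSO and 100% = wells lacking PME-1 enzyme; inhibitors block probe labeling so polarization falls and inhibition rises; many of its hits are not listed in these tables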
PAFAH2 FP inh: PAFAH2 enzyme inhibitors, primary screen, biochemical, fluorescence polarization, human | recombinant PAFAH2, FP-rhodamine activity probe | inhibition, % at 3.39 µM | 0.99% of 340,000 active | AID 492956, 2010;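 active = inhibition above the mean over all tested compounds plus 3 SD, cut at about 30% in these data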;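 note: inhibitors block probe labeling of enzyme so polarization drops; 0% = enzyme with DMSO and 100% = wells lacking PAFAH2 protein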
* marks the source's active call; other numbers are inactive results; x = not tested or not shown. These rows are one share of the data, so the mix of outcomes need not match the whole.

SMILES	GSTO1 inh	LYPLA1 counter	PAD4 FP inh	LYPLA2 counter	PAFAH1B3 FP inh	pPAFAH FP inh	PAFAH1B2 inh	PME-1 primary	PAFAH2 FP inh
Cc1ccc2oc(C(=O)NCc3ccccc3)cc(=O)c2c1	1	-2	-3	-4	5	5	-1	-5	-1
Cc1cc(C(=O)OCC(=O)NC(C)C)c(C)o1	3	4	1	3	-3	-5	6	-3	10
N#C/C(=C(/O)Cc1cccc2ccccc12)c1nc2ccccc2s1	2	-2	0	2	-1	17	7	-3	6
O=c1c2ccccc2c(/C=N/c2nnc(Cc3ccccc3)s2)c(O)n1-c1ccc(Cl)cn1	1	-1	-4	-5	6	4	4	-5	-1
CN1CCCN=C1/C=C/c1cccs1	4	-3	-6	0	2	-3	5	1	10
CCCC(=O)Nc1ccccc1NC(=O)c1cc(OC)c(OC)c(OC)c1	-13	-2	-3	-5	0	5	-2	-8	-9
CC1=NNC(=O)C1C(c1cccc(O)c1)C(C#N)C#N (stereo not given)	1	1	1	0	1	-3	1	7	-2
Cn1c(=O)c2c(ncn2CC(COCc2ccc(Cl)cc2)OCc2ccc(Cl)cc2)n(C)c1=O (stereo not given)	-1	-3	-1	-9	3	8	14	-2	5
COc1cccc(-c2sc3ccccc3c2-c2ccc(OCCN3CCCC3)cc2)c1	x	x	0	x	-1	4	-2	x	1
CC(NC(=O)Nc1ccc(Cl)cc1)c1ccc2c(c1)OCO2 (stereo not given)	-2	-5	2	-3	7	10	10	2	3
COc1ccc(SC[C@H](C)CN2CC[C@H](NC(=O)OCc3ccccc3)CCC2=O)cc1	x	x	-4	x	3	-1	4	x	1
COc1cccc(Nc2ccc([N+](=O)[O-])c3nonc23)c1	17	3	-2	8	-7	5	6	0	-5
CCc1nc(N[C@H](C(=O)O)C(C)C)c2oc3ccccc3c2n1	-7	2	-2	2	5	2	4	-1	0
COC(=O)c1sc2ncccc2c1OCc1ccc(Cl)cc1Cl	-1	0	2	-3	-6	6	1	-4	-6
Cc1nc(Cl)c2c(n1)NC1=C(O2)C(=O)CCC1	10	7	10	18	11	17	11	10	14
C/C(CC(=O)Nc1cc(C)ccn1)=N\NC(=O)C(=O)NC(C)C	-13	2	-5	-3	x	7	x	-4	x
O=C(O)c1ccccc1Nc1ccnc(C(F)(F)F)c1	-3	-3	5	1	2	1	2	1	-3
CC(=O)N1CCCc2ccccc21	-4	-2	-6	-2	3	4	2	-1	1
O=C(O)c1cccc(Nc2nc(Nc3ccccc3)nc(N3CCCC3)n2)c1	-4	-2	-7	1	-2	11	0	-7	9
COC(=O)c1ccc(Cn2cnc3ccccc3c2=O)cc1	-3	3	-1	0	-1	6	1	3	-1
O=C(CN1C2=NCCN2c2ccccc21)c1ccc(Br)s1	7	-2	2	3	-4	-3	7	-5	11
O=C(CN1C(=O)COc2ccccc21)NCc1ccccn1	15	-2	-5	-7	8	1	6	-3	1
CCn1cc(C(=O)NCCN(C)CCc2ccccc2)c(=O)c2cc(S(=O)(=O)N(C)C)ccc21	0	6	-2	0	5	12	4	1	5
C#CCNC(=O)C1=C[C@@H](C2CC2)[C@H](CCCO)[C@@H](OCC)O1	5	-1	-3	1	5	-2	9	0	0
CC(C)(C)NC(=O)C(c1ccc(O)cc1)N(C(=O)CCC(=O)Nc1nccs1)c1ccccc1F (stereo not given)	0	2	-7	-3	8	2	-2	-6	0
Later entries.
SMILES	GSTO1 inh	LYPLA1 counter	PAD4 FP inh	LYPLA2 counter	PAFAH1B3 FP inh	pPAFAH FP inh	PAFAH1B2 inh	PME-1 primary	PAFAH2 FP inh
N#C[C@]1(S(=O)(=O)c2ccccc2)C[C@@H]2ON=C(c3cccc(Br)c3)[C@@H]2C1	4	-7	-1	0	-2	8	2	1	-1
COC(=O)[C@@H]1C(c2ccccc2)(c2ccccc2)[C@@]1(C)C(=O)OC	0	-2	5	4	-9	1	4	6	2
Cc1csc(NS(=O)(=O)c2cccc([N+](=O)[O-])c2)n1	2	0	-9	-8	11	-5	10	2	-3
CCNc1nc(NCC)nc(SCCOC(=O)Nc2ccc(Cl)cc2Cl)n1	2	-2	-6	13	3	5	0	0	-6
CCC(CC)C(=O)NCCCCc1ccccc1	-5	4	-1	7	4	6	6	-11	1
O=C(CN1CCCCC1)N1N=C(c2cccs2)CC1c1cccs1 (stereo not given)	5	0	-2	0	-1	3	-3	1	-3
COC(=O)CNC(=O)Cn1ccc2ccccc2c1=O	5	0	-4	-1	-2	3	4	0	2
CCCCC(=O)NC1(C(F)(F)F)NC(=O)N(Cc2ccccc2)C1=O (stereo not given)	2	-2	-2	-5	8	-9	2	-4	1
COc1ccccc1C(=O)Nc1ccc(C(=O)O)cc1	4	-2	-2	0	2	0	4	1	-4
O=C(Cc1ccc(Br)cc1)NC1CCCCC1	-4	-5	-7	-5	6	-6	6	-18	1
Cc1ccc(OCC(=O)Nc2ccc(N3CCOCC3)cc2)c([N+](=O)[O-])n1	3	0	2	4	0	5	4	-2	2
CCOc1ccc(NC(=O)CSc2nnc(-c3ccncc3)n2CC2CCCO2)cc1 (stereo not given)	2	2	-9	2	10	6	2	-7	7
O=C(NCCO)c1nc(C(=O)c2ccccc2)c2ccccc2n1	x	5	-7	0	10	2	0	-1	3
O=C(NC1CCN(C(=O)N2CCOCC2)CC1)c1ccccc1	-3	4	0	7	7	2	5	1	18
COc1ccc(Oc2ccc(N/C=C3\CCCC3=O)cc2)cc1	-6	7	-1	39*	12	17	4	10	-3
COC(=O)c1cc(NC(=O)CC2Oc3ccccc3NC2=O)cc(C(=O)OC)c1 (stereo not given)	1	-5	0	-9	18	1	14	-2	25
O=S(=O)(c1ccccc1)N1CCCN(S(=O)(=O)c2ccccc2)CC1	-3	-1	-3	-3	11	-2	-2	5	-10
Cc1ccc(C)c(S(=O)(=O)N2CCCOC2CNC(=O)C(=O)NCCN2CCOCC2)c1 (stereo not given)	5	-1	-4	-7	5	-4	2	-2	3
COc1ccc2c(c1OC)c(=O)n1c3ccc(OC(C)C(=O)NCCN4CCOCC4)cc3c3ccnc2c31 (stereo not given)	10	-1	1	8	10	6	8	10	3
CCOC(=O)c1c(CN2CCN(CCO)CC2)n(C)c2cc(Br)c(OC)cc12	5	-2	2	2	2	6	3	-8	-2
Cc1ccc(CNC(=O)CCn2cc(-c3ccc(F)cc3)nc2-c2ccncc2)cc1	0	-1	1	-1	1	3	29*	-1	1
C/C(=N\NC(=O)CC(C)C)c1c(C(F)(F)F)[nH]n(-c2nc3ccccc3s2)c1=O	-28	3	2	5	5	-1	2	4	-4
O=c1c(Cl)cc(Cl)nn1-c1ccccc1	-3	0	7	1	6	0	2	-6	-5
O=C(Nc1ccc(-n2nncc2-c2ccco2)cc1)c1cc2ccccc2oc1=O	8	-1	-4	-7	-6	15	-6	-21	3
Cc1ccc(S(=O)(=O)Cn2nnnc2CN(Cc2ccco2)CC2CCCO2)cc1 (stereo not given)	4	2	-2	4	1	-1	3	-4	2
(further entries)
SMILES	GSTO1 inh	LYPLA1 counter	PAD4 FP inh	LYPLA2 counter	PAFAH1B3 FP inh	pPAFAH FP inh	PAFAH1B2 inh	PME-1 primary	PAFAH2 FP inh
CCOc1cccc(-c2c(C(=O)N/N=C/c3ccc(C)s3)nnn2-c2nonc2N)c1	-12	-5	-4	-4	5	5	-4	-9	-1
COc1ccccc1-c1noc(-c2ccccc2C(=O)NCC2CCCO2)n1 (stereo not given)	-2	-2	1	-2	10	1	4	-1	-1
COc1ccc(CCN2C(=O)c3[nH]nc(-c4ccccc4O)c3C2c2cccc(O)c2)cc1OC (stereo not given)	-1	-12	-3	-16	-7	0	-2	-7	-12
Cc1ccc(C(=O)NC23CC4CC(CC(C4)C2)C3)c(Cl)c1	-3	3	-4	12	4	5	7	5	-3
Fc1ccc(N2CCN(c3ncnc4c3nnn4Cc3ccccc3Cl)CC2)cc1	3	5	1	19	3	1	3	-2	-1
Nc1ccccc1C(=O)Nc1ccc(Cl)cc1Cl	1	1	-3	-6	6	3	5	-11	6
Nc1nnnn1/N=C/c1cccc(Oc2ccccc2)c1	4	-2	-2	7	6	1	7	2	2
Cc1ccc(-n2c(SCC(=O)Nc3cc(S(=O)(=O)N4CCOCC4)ccc3Cl)nc3ccccc3c2=O)cc1	1	2	-5	5	-7	0	0	0	0
COc1ccccc1NC(=O)c1cc[n+](C)cc1	8	3	-1	0	12	1	1	-5	3
CCOC(=O)c1cnc(-n2nc(C)cc2C)nc1NNc1cc(C)nc(-c2ccccc2)n1	-1	-2	-3	-2	0	4	0	1	1
COc1ccc(NC(=S)N2CCC(NC(=O)c3cccc(F)c3)CC2)cc1	4	2	-1	3	-4	1	2	0	-9
Cc1cc(CCCCCCCCc2cc(C)cc(=O)o2)oc(=O)c1	-2	14	-1	37*	2	6	4	-4	1
Cc1ccc(S(=O)(=O)n2nc(C)c(C#N)c2N)cc1	-4	0	-1	-1	1	1	-1	1	-4
CC1(C)CNC(=O)c2sc(NC(=O)CN3CCOCC3)nc2C1	-7	0	0	4	9	11	2	4	3
Cc1cc(NC(=O)Nc2cccc([N+](=O)[O-])c2)no1	-10	1	-5	4	7	4	-1	2	4
O=C(COC(=O)c1ccccn1)Nc1nc(-c2ccccc2)cs1	9	1	-1	-2	5	5	-6	-8	-1
Cc1ccccc1-c1nnc(CS(=O)(=O)c2ccccc2)o1	-6	-1	3	-4	1	-3	2	-6	-1
CCN(CC)c1ccc(/C=N/NC(=O)CNC(=O)c2cccs2)cc1	-2	1	-3	-1	9	3	4	-1	10
Cc1ccc(-n2ncc3ccccc3c2=O)cc1Cl	1	2	3	7	7	4	10	9	9
N#Cc1c(-c2ccco2)cc(C2CC2)nc1SCC(=O)c1ccccc1	-4	2	1	0	3	10	-5	-1	3
CCOC(=O)c1sc(NC(=O)COC(=O)Cn2cnc3ccccc32)c(C(=O)OCC)c1C	-3	-2	1	-8	1	-5	4	-5	2
CCOC(=O)c1nnn(-c2nonc2-n2cccc2)c1CN1CCOCC1	9	-1	0	6	19	5	-4	0	6
Cc1cc(C)n(-c2cc(N3CCN(C(=O)c4cccc(F)c4)CC3)ccc2[N+](=O)[O-])n1	0	1	-5	3	0	4	1	4	2
COC(=O)c1ccc(COC(=O)c2ccccc2OC)cc1	0	3	0	8	6	6	-3	-5	-12
CC1CCC2C(=O)N(c3ccc(NC4CCCCC4)c([N+](=O)[O-])c3)C(=O)C2C1 (stereo not given)	-3	3	0	5	3	4	5	7	0
CCn1cc(C(=O)N(C)Cc2ccc(OC(F)F)cc2)c(=O)c2ccc(C)nc21	-5	-1	4	-3	11	6	9	-7	-3
